# Screening results as filed in PubChem BioAssay.
# HIF activator: HIF pathway transcriptional activation. U2OS HRE-luciferase reporter, luminescence; normalized: DMSO 0%, desferrioxamine 100%. activation, % at 7.5 µM (by protocol). hit rate 0.32% among 300,000. AID 1910;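 active = mean activation of at least 10% of the iron chelator positive control signal, with at least half of replicates also reaching 10%; inconclusive = mean and replicate majority disagree about reaching 10%; inactive = mean and most replicates under 10%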
# TRPC4 act: activators of mouse TRPC4 channel; hit rate 0.49% among 310,000; B-score at 10 µM; HEK293 TRPC4beta/mu-opioid, Fluo4 calcium fluorescence; hits give high values; Q9QUQ5; AID 2237;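 active = B-score above 5 SD of library B-scores, and initial fluorescence ratio not above library mean plus 5 SD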;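 also: positive B-score marks a calcium rise read as TRPC4 activation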
#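 Incubation: 45 min room-temperature Fluo4 loading, 110 s read / System: HEK293 cells stably co-expressing mouse TRPC4beta and mu-opioid receptor / Signal: Fluo4 fluorescence, kinetic / Control set: buffer (low) and maximal DAMGO (high) / Measure: integrated baseline-normalised fluorescence ratio, converted to per-well B score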
# aSyn UTR inh: 5' untranslated region of α-synuclein, MLPCN primary screen. alpha-synuclein 5'UTR reporter, inhibitor activity. inhibition, % (tested at 7.5 µM). hit rate 0.82% among 300,000; in the data active = inhibition above about 60%; inconclusive = no clear call, values can overlap the other calls;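 also: H4 neuroglioblastoma cells stably carrying SNCA 5'UTR luciferase fusion; 0% = DMSO wells and 100% = positive control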
# KLF5 inhibitor: inhibitors of KLF5 expression | DLD-1 KLF5 promoter-luciferase reporter, luminescence | inhibition, % at 5 µM | hit rate 0.23% among 290,000 | AID 1700;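 active = inhibition above a per-plate limit of that plate's mean compound inhibition plus 3 SD, cut at about 60% in these data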;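 also: 0% = DMSO wells and 100% = LY294002 at 200 µM; higher means less KLF5 promoter-driven luciferase light; inactives centre near -14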
# TRPC4 PAM: allosterically enhances the mouse TRPC4 cation channel; HEK293 TRPC4beta/mu-opioid, DAMGO EC20, Fluo-4 Ca2+ flux; hits give high values; B-score at 10 µM; hit rate 0.42% among 310,000;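 active = B-score of calcium response area above 5 SD of library B-scores, with initial fluorescence ratio within 5 SD of library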;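 also: B-score of integrated fluorescence ratio over time as area under calcium response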
# SKKanGAS inh: inhibitors of SKKanGAS S. pyogenes growth in kanamycin (SK-promoter or general growth effect) | BacTiter-Glo, 6 h | hit rate 1.3% among 300,000 | inhibition, % at 7.5 µM;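 active = mean replicate score, as percent of positive control median, at least 50; inconclusive = mean below 50 but one replicate at or above 50; inactive = mean and every replicate below 50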;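 also: strain carries kanamycin resistance gene driven by streptokinase promoter and grows in 40 µg/ml kanamycin; loss of luminescence reflects streptokinase promoter inhibition or plain growth inhibition; 0% = median of DMSO wells and 100% = positive control at its reference dose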
# TRPC6 inhibitor: blocks the mouse TRPC6 cation channel. HEK293-TRPC6, membrane potential dye, ACh-evoked depolarization; hits give low values. Q61143. B-score at 10 µM. hit rate 1.1% among 310,000;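 active = B-score under library mean minus 3 SD, initial fluorescence not abnormally high, positive integrated signal ratio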;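 also: B-score derived from integrated fluorescence ratio over the kinetic read; more negative B-score means stronger inhibition of depolarization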
# Target sequence (Q61143 whole entry, looked up): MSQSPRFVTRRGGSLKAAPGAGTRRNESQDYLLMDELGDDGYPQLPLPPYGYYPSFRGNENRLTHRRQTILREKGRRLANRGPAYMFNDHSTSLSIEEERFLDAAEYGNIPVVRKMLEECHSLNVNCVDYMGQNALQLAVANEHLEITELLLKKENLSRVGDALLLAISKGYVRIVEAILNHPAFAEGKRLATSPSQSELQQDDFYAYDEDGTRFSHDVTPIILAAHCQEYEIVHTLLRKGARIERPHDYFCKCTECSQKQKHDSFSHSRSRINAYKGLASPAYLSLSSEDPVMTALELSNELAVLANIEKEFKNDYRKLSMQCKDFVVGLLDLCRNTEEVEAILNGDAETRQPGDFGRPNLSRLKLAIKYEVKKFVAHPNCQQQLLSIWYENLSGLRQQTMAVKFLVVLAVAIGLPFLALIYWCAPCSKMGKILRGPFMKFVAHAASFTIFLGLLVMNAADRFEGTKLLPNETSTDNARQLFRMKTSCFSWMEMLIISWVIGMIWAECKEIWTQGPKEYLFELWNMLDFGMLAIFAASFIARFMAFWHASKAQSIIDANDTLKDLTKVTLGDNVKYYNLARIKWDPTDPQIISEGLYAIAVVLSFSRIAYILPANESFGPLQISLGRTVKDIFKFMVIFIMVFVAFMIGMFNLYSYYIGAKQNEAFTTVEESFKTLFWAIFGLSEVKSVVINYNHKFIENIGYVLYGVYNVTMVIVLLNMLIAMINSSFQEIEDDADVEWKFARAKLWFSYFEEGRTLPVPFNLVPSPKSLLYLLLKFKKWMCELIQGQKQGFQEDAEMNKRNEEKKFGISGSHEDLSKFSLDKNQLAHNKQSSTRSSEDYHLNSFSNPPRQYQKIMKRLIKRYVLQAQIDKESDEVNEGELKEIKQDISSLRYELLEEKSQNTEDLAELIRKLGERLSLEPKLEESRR
# TRPC4 block: inhibitors of mouse TRPC4 channel. hit rate 0.39% among 300,000. Q9QUQ5. B-score at 10 µM. AID 2247. HEK293 TRPC4beta/mu-opioid, DAMGO-evoked Fluo4 calcium flux; hits give low values;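 active = B-score over 3 SD under the library average, no early fluorescence shift, positive overall ratio signal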
#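 material = TRPC4beta/mu-opioid receptor HEK293 cell line | probe or stimulus = sequential submaximal and maximal DAMGO stimulation | compound dosing = one concentration per compound | measured by = Fluo4 Ca2+ flux fluorescence | evaluation = integrated fluorescence ratio relative to baseline, converted to per-well B score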
# TRPC6 act: mouse TRPC6 channel activation | Q61143 | B-score at 10 µM | HEK293-TRPC6 membrane potential dye fluorescence; hits give high values | hit rate 0.13% among 310,000;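 active = B-score of the integrated fluorescence ratio above library mean plus 3 SD, and starting fluorescence ratio within library mean plus 5 SD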;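 also: higher score means more depolarization so channel activation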
# MrgX1 antagonist: blocks BAM8-22 activation of human MrgX1 receptor; B-score at 10 µM; AID 588676; MRGX1-HEK293 calcium flux, Fluo-4, BAM8-22 antagonism; hits give low values; hit rate 1.3% among 310,000;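 active = calcium-response B-score plate-corrected more than 3 library SD below zero, starting fluorescence within 5 deviations, no agonist response on first addition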;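 also: peak minus trough fluorescence over baseline after final BAM8-22 challenge near maximal dose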
# IEC-6 tox: kills IEC-6 intestinal cells in KLF5 counter-screen; IEC-6 cytotoxicity, luminescence viability; inhibition, % at 5 µM; hit rate 0.78% among 290,000; AID 1825; in the data active = inhibition above about 22%;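 also: 0% = plate median of test compound wells and 100% = cytotoxic reference compound wells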
# Numbers without * were called inactive; i = inactive; ? = inconclusive; · = not tested or not shown.
mol	MrgX1 antagonist	KLF5 inhibitor	IEC-6 tox	SKKanGAS inh	TRPC4 act	TRPC6 inhibitor	aSyn UTR inh	TRPC4 PAM	TRPC6 act	HIF activator	TRPC4 block
Cc1ncc(CO)c2cc(C(=O)Nc3ccccc3Cl)c(=Nc3cccc(C(N)=O)c3)oc12	i	-11	-6	41	i	i	-43	i	i	0.8	i
COC(C[C@H](O)C[C@@H](O)COCc1ccccc1)OC	·	·	·	-1	i	i	12	i	i	0.4	i
C/C(CC1CC(C)OC1=O)=N\NC(N)=S (stereo unspecified)	i	-17	-1	-3	i	i	-12	i	i	0.2	i
CC(C)c1ccc(S(=O)(=O)N2CCCCC2)cc1	i	-11	3	-6	i	i	11	i	i	0.0	i
Cc1cc(C)c(S(=O)(=O)Nc2ccccc2-c2ccccc2)c(C)c1	i	-2	-3	24	i	i	-1	i	i	0.7	i
c1ccc(-c2nnc(CSc3nnc(-c4cccs4)o3)o2)cc1	i	-5	-1	0	i	i	-51	i	i	0.9	i
COC(=O)c1ccc2c(=O)n(-c3ccccc3F)c(=S)[nH]c2c1	i	-2	-2	1	i	i	-28	i	i	-0.9	i
Cc1cc(-c2nc(C)c(C(=O)NNS(=O)(=O)c3ccccc3)s2)no1	i	1	1	-4	i	i	-15	i	i	-0.7	i
COc1ccc(CNC(=O)CSc2nc3ccc(OC)cc3[nH]2)cc1	i	-8	8	-1	i	i	7	i	i	-1.0	i
Cc1ccccc1NC(=O)CSc1n[nH]c(-c2ccccn2)n1	i	2	3	-2	i	i	2	i	i	-0.2	i
Cc1nc2ccc3nc(NC(=O)c4ccc5c(c4)OCCO5)sc3c2s1	i	-43	6	0	i	i	-45	i	i	0.5	i
O=C(CN1C(=O)c2ccccc2S1(=O)=O)N1CCc2ccccc21	i	19	-1	-2	i	i	93*	i	i	-6.9	i
Cc1cccc(NC(=O)/C(C#N)=C/c2cn(CC(=O)NCc3ccco3)c3ccccc23)c1C	i	-3	6	6	i	i	21	i	i	-3.4	i
CN(C)CCCN(C(=O)c1ccc(Br)s1)c1nc2cc3c(cc2s1)OCCO3	i	·	·	-2	63*	-6.4*	-69	i	i	0.2	i
O=C(CN1C(=O)C(=O)c2ccccc21)c1ccc(Cl)cc1	i	-7	0	-1	i	i	-6	i	i	-0.5	i
O/N=C1/CCCCC1c1ccccn1 (stereo unspecified)	i	-15	1	4	i	i	13	i	i	-0.1	i
CC1CCN(C(=O)c2ccccc2NC(=O)c2cccs2)CC1	i	-18	5	3	i	i	-6	i	i	0.0	i
CCOc1ccc(CCNC(=O)CN2C(=O)NC3(CCCCC3C)C2=O)cc1OCC (stereo unspecified)	i	·	·	0	i	i	0	i	i	0.0	i
COc1ccc(Cl)cc1NC(=S)NCc1ccco1	i	-1	-5	3	i	i	-19	i	i	0.8	i
CC(=O)c1ccc(N(C(=O)CNC(=O)c2cccs2)C(C(=O)NCC2CCCO2)c2ccccc2)cc1 (stereo unspecified)	i	-13	3	0	i	i	-5	i	i	1.1	i
CCCCC(=O)NCCc1cc2c(C)ccc(C)c2[nH]c1=O	i	-33	4	-3	i	i	1	i	i	-0.2	i
O=C(Nc1ccc(Cl)cc1)Nc1ccccc1C(=O)NCc1ccco1	i	-13	11	-1	i	i	-47	i	i	-0.1	i
O=S(=O)(NCc1ccc2c(c1)OCO2)c1ccc2oc3ccccc3c2c1	i	-26	0	22	i	i	14	i	i	0.1	i
Cc1ccc(S(=O)(=O)Nc2c(C)n(C)n(-c3ccccc3)c2=O)cc1C(=O)OC(C)C(=O)N(C)c1ccccc1 (stereo unspecified)	i	-1	0	5	i	i	8	i	i	-0.3	i
Cc1ccc(/C=C/C(=O)c2ccc(C)cc2)cc1	i	-51	0	-10	i	i	-150	i	i	2.6	i

# The final 2 compounds of the part above open the next one:
mol	MrgX1 antagonist	KLF5 inhibitor	IEC-6 tox	SKKanGAS inh	TRPC4 act	TRPC6 inhibitor	aSyn UTR inh	TRPC4 PAM	TRPC6 act	HIF activator	TRPC4 block
Cc1ccc(S(=O)(=O)Nc2c(C)n(C)n(-c3ccccc3)c2=O)cc1C(=O)OC(C)C(=O)N(C)c1ccccc1 (stereo unspecified)	i	-1	0	5	i	i	8	i	i	-0.3	i
Cc1ccc(/C=C/C(=O)c2ccc(C)cc2)cc1	i	-51	0	-10	i	i	-150	i	i	2.6	i
O=C(Oc1cc2oc(=O)c3c(c2cc1Cl)CCCC3)c1ccco1	i	-17	-4	0	i	i	-26	i	i	-0.8	i
COC(=O)Cc1c(O)ccn(Cc2ccc(F)cc2)c1=O	i	-6	1	1	i	i	·	i	i	·	i
COc1ccc(C(CCNCc2ccc(N(C)C)cc2)c2ccccc2)cc1 (stereo unspecified)	i	-30	6	-6	104*	i	12	i	i	-3.0	i
CCC(Sc1nc(N)c(NC(=O)c2ccc(OC)cc2)c(=O)[nH]1)C(=O)O (stereo unspecified)	i	-20	-2	0	i	i	12	i	i	-0.2	i
O=c1oc(-c2cccnc2)nc2ccccc12	i	-20	2	-1	i	i	6	i	i	-1.0	i
CN1CCN(c2ccccc2NC(=O)Cc2ccc(Cl)cc2)CC1	i	-8	-2	6	i	i	3	i	i	0.0	i
Cc1cc(C)nc(SCc2nnc(SCc3ccc([N+](=O)[O-])cc3)n2Cc2ccco2)n1	i	-21	8	2	i	i	33	i	i	-0.4	i
COc1cc(NC(=O)CN2C(=O)NC(c3ccccc3)(c3ccccc3)C2=O)c(C)cc1[N+](=O)[O-]	i	13	8	36	i	i	2	i	i	-0.4	i
CCCNC(=O)N1CCC(Cc2ccccc2)CC1	i	8	11	10	i	i	-3	i	i	0.1	i
O=C(CNc1cccc(S(=O)(=O)N2CCOCC2)c1)Nc1ccc(C(F)(F)F)cc1	i	·	·	3	i	i	-1	i	i	0.0	i
N#Cc1ccccc1NC(=O)CSc1nnc(-c2ccc(F)cc2)n1-c1ccccc1	·	-13	-2	0	i	i	24	i	i	-0.1	i
CCCS(=O)(=O)N1CCC(C(=O)c2cccc(C(F)(F)F)c2)CC1	i	-22	-2	-3	i	i	29	i	i	-0.4	i
COc1ccc(C2C3=C(CC(C)(C)CC3=O)Oc3ncn(CC(C)C)c(=N)c32)cc1 (stereo unspecified)	i	-47	-1	1	i	i	-4	i	i	-0.3	i
COc1ccccc1/C=C\C=N\NC(=O)c1ccco1	i	-39	1	2	i	i	-98	i	i	1.6	i
Cc1noc(C)c1S(=O)(=O)N1CCCC(C(=O)N2CCC(C)CC2)C1 (stereo unspecified)	i	5	-3	-3	i	i	17	i	i	0.7	i
CCOc1ccc(-c2nnn(CC(=O)NCCc3c[nH]c4ccccc34)n2)cc1	i	-2	-3	10	i	i	12	i	i	-0.2	i
COc1cccc2sc(=NC(=O)CS(=O)(=O)c3ccc(Cl)cc3)n(C)c12	i	·	·	7	i	i	-26	i	i	-5.4	i
Cc1ccc(/C=N/NC(=O)Cc2cccn2C)cc1	i	-12	-8	3	i	i	-44	i	i	1.9	i
O=C(CSc1nncs1)NCCNC(=O)CSc1nncs1	i	·	·	0	i	i	3	i	i	0.3	i
c1ccc(C(c2ccccn2)c2ccccn2)cc1	i	-24	7	2	i	i	24	i	i	-0.1	i
Cc1cccc(Cn2c(O)c(N=NC(=S)Nc3ccccc3F)c3ccccc32)c1	i	-48	3	38	i	i	?	i	i	-0.5	i
CC(C)NC(=O)C1CCN(S(=O)(=O)c2ccc(N3CCCC3=O)cc2)CC1	i	-15	6	-8	i	i	-18	i	i	-0.2	i
COc1ccc(CCC(=O)NNC(=O)c2ccc(F)cc2)cc1	i	1	-6	-13	i	i	-1	i	i	0.6	i
Cc1cc(C)nc(SCC(=O)Nc2ncc3c(n2)CCCC3=O)n1	i	-2	0	-4	i	i	4	i	i	-0.7	i
O=C1COc2ccc(S(=O)(=O)CCC(=O)N3CCN(c4cccc(Cl)c4)CC3)cc2N1	i	-18	1	-11	i	i	8	i	i	0.0	i
COc1ccc(CNC(=S)N/N=C(/C)c2ccccc2)cc1	i	-60	2	-3	i	i	-107	i	i	5.3	i
c1ccc(-c2nnc(-c3ccncc3)o2)cc1	i	-55	4	-11	i	i	-89	i	i	0.9	i
C=C1CCN(c2ccc(C(=O)NCc3ccccc3)cc2[N+](=O)[O-])CC1	i	-16	2	0	i	i	25	i	i	-0.2	i

# Gathered by group, the entries above with a Cl atom (8)
mol	MrgX1 antagonist	KLF5 inhibitor	IEC-6 tox	SKKanGAS inh	TRPC4 act	TRPC6 inhibitor	aSyn UTR inh	TRPC4 PAM	TRPC6 act	HIF activator	TRPC4 block
Cc1ncc(CO)c2cc(C(=O)Nc3ccccc3Cl)c(=Nc3cccc(C(N)=O)c3)oc12	i	-11	-6	41	i	i	-43	i	i	0.8	i
O=C(CN1C(=O)C(=O)c2ccccc21)c1ccc(Cl)cc1	i	-7	0	-1	i	i	-6	i	i	-0.5	i
COc1ccc(Cl)cc1NC(=S)NCc1ccco1	i	-1	-5	3	i	i	-19	i	i	0.8	i
O=C(Nc1ccc(Cl)cc1)Nc1ccccc1C(=O)NCc1ccco1	i	-13	11	-1	i	i	-47	i	i	-0.1	i
O=C(Oc1cc2oc(=O)c3c(c2cc1Cl)CCCC3)c1ccco1	i	-17	-4	0	i	i	-26	i	i	-0.8	i
CN1CCN(c2ccccc2NC(=O)Cc2ccc(Cl)cc2)CC1	i	-8	-2	6	i	i	3	i	i	0.0	i
COc1cccc2sc(=NC(=O)CS(=O)(=O)c3ccc(Cl)cc3)n(C)c12	i	·	·	7	i	i	-26	i	i	-5.4	i
O=C1COc2ccc(S(=O)(=O)CCC(=O)N3CCN(c4cccc(Cl)c4)CC3)cc2N1	i	-18	1	-11	i	i	8	i	i	0.0	i
